RAD52 inh: blocks human RAD52 DNA annealing; inhibition, % at 18.7 µM; recombinant RAD52 DNA annealing, FRET fluorescence; actives 0.46% (n = 360,000);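 active = every replicate showing at least 50% inhibition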
PglD inh: inhibitors of Campylobacter jejuni PglD acetyltransferase | actives 0.098% (n = 360,000) | purified PglD enzyme, DTNB colorimetric CoA detection | inhibition, % at 12.5 µM; in the data active = inhibition above about 16%, passing the limit was not always enough; note: strong numbers were not always called active
Casp6 inh: caspase-6 (human) enzyme inhibition. purified caspase-6, Z-VEID-R110 cleavage fluorescence. inhibition, % at 12.5 µM. actives 0.53% (n = 350,000). P55212;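 active = mean inhibition across replicates at least about 35%, with every replicate also reaching that limit, limit read from the data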;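 note: 0% = median of neutral control wells and 100% = no fluorescence left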
Target sequence (P55212 24-179 limits assumed): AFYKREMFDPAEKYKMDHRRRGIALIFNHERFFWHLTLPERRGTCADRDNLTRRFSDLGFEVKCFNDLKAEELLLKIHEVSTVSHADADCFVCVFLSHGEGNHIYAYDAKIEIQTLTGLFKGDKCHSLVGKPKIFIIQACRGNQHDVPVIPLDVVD
Target sequence (P55212 194-293 limits assumed): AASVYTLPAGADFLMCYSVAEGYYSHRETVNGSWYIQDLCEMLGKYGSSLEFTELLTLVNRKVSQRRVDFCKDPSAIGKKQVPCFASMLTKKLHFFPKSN
ARNT TACC3 PPI: disruptors of human ARNT/TACC3 interaction | Q9Y6A5 | AlphaScreen His-ARNT PAS-B/GST-TACC3 binding, luminescence; TACC3 fragment carries E629A point mutation | actives 0.66% (n = 390,000) | inhibition, % at 9.99 µM;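 active = mean inhibition of replicates at least 50% and at least half of replicates each reaching 50%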;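 note: 0% = complete ARNT plus TACC3 wells and 100% = ARNT alone without TACC3; many hits fall short of the cut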
E-sel inducer: induces E-selectin expression in human endothelial cells; P16581; HUVEC E-selectin immunofluorescence imaging; normalized: neutral wells 0, TNF-alpha wells 100; activation, % at 7.58 µM; actives 0.37% (n = 260,000); AID 686992;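 active = mean E-selectin-positive cell signal at least 10% of the positive control, reached in at least 60% of replicates, without over 20% cell loss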;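 note: in these data hits start at about 27%; measured in HUVEC primary endothelial cells; signal is the percent of cells scored E-selectin positive by PE staining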
Target sequence (P16581 whole entry, looked up): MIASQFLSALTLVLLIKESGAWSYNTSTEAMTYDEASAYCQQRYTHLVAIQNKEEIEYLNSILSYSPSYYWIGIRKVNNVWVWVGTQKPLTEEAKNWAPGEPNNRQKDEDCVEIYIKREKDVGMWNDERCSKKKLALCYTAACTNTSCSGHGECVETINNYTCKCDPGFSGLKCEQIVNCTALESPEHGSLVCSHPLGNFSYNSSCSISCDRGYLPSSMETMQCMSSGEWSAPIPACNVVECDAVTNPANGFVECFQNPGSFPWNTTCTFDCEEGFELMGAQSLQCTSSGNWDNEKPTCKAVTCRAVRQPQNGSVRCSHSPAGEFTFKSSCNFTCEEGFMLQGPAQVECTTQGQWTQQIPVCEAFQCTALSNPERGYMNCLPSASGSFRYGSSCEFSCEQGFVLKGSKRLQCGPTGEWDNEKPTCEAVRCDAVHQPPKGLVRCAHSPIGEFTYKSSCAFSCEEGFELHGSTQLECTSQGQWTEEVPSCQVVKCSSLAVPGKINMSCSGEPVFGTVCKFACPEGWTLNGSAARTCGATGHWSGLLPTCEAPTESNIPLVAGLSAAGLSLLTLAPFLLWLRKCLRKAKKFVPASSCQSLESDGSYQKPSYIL
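Read-out basis: % PE-positive cells; Test system: HUVEC primary endothelial cells; Technique: immunofluorescence imaging; Dosing: single-point compound dose.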
esBAF inh: SWI/SNF esBAF complex inhibition | mouse ES cells, Bmi1-luciferase knock-in reporter, 24 h; 100% = twice the neutral-well signal | reporter increase, % at 12.5 µM | actives 2% (n = 350,000) | AID 602393; in the data active = activation above about 40%;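 note: 0% = median of the plate's neutral control wells and 100% = double that signal; a rise in the Bmi1 reporter signal indicates esBAF inhibition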
ERp5 block: inhibitors of human ERp5. ERp5 insulin aggregation, absorbance 650 nm, 90 min. inhibition, % at 9.99 µM. actives 0.05% (n = 350,000);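 active = mean replicate inhibition above about 25%, with every replicate also reaching it, limit read from the data, passing the limit was not always enough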
RAD54 branch: blocks human RAD54 Holliday junction branch migration. FAM/BHQ fluorescence. inhibition, % at 10.4 µM. actives 0.14% (n = 360,000);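 active = mean normalized replicate activity at least 40 and at least half of replicates scoring 40 or more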;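 note: 0% = median of neutral control wells and 100% = median of positive control wells; inhibitors cause a drop in the FAM fluorescence signal; in these data hits start at about 50%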
* hit, by the source's call; & = joins results of further samples; ! = repeats disagree.

The first 6 records (preview)
`Cc1ccc(S(=O)(=O)N(CC(=O)N=Nc2c(O)[nH]c3ccccc23)c2ccc(C)c(C)c2)cc1` gave RAD52 inh -12, PglD inh -3, Casp6 inh 0, ARNT TACC3 PPI 14, E-sel inducer 2.0, esBAF inh -3, ERp5 block 0 and RAD54 branch 12.
COc1ccc(N2CCN(C(=O)c3cccn4c(=O)c5ccccc5nc34)CC2)cc1 was read as RAD52 inh -18, Casp6 inh 5, ARNT TACC3 PPI 0, E-sel inducer -1.5 and ERp5 block -2.
For CC(C)NC(=O)C1CCN(C2CCN(Cc3nc(C(C)C)cs3)CC2)CC1 the results were RAD52 inh -1, Casp6 inh 4, ARNT TACC3 PPI -1, E-sel inducer 0.2 and ERp5 block 9.
COCCNC(=O)c1ccc(CSc2nc3ccccc3s2)cc1 was read as RAD52 inh -14, PglD inh 0, Casp6 inh 2, ARNT TACC3 PPI 2, E-sel inducer 0.5, esBAF inh 36, ERp5 block -1 and RAD54 branch 4.
`O=C1N[C@@H](Cc2ccccc2)COC(=O)[C@H](Cc2ccc(F)cc2)CC/C=C/C[C@@H]1CC(=O)N(CCO)Cc1ccccc1` gave RAD52 inh -7, PglD inh 4, Casp6 inh 2, ARNT TACC3 PPI -9, E-sel inducer -0.1, esBAF inh 4, ERp5 block 7 and RAD54 branch -2.
For COc1cccc(C(=O)NCC(c2cccs2)N2CCOCC2)c1 (centres undefined) the results were RAD52 inh -26, PglD inh 6, Casp6 inh -2, ARNT TACC3 PPI -1, E-sel inducer -2.0, esBAF inh 9 and RAD54 branch -4.

The listing, from the start:
`Cc1ccc(S(=O)(=O)N(CC(=O)N=Nc2c(O)[nH]c3ccccc23)c2ccc(C)c(C)c2)cc1` gave RAD52 inh -12, PglD inh -3, Casp6 inh 0, ARNT TACC3 PPI 14, E-sel inducer 2.0, esBAF inh -3, ERp5 block 0 and RAD54 branch 12.
COc1ccc(N2CCN(C(=O)c3cccn4c(=O)c5ccccc5nc34)CC2)cc1 was read as RAD52 inh -18, Casp6 inh 5, ARNT TACC3 PPI 0, E-sel inducer -1.5 and ERp5 block -2.
For CC(C)NC(=O)C1CCN(C2CCN(Cc3nc(C(C)C)cs3)CC2)CC1 the results were RAD52 inh -1, Casp6 inh 4, ARNT TACC3 PPI -1, E-sel inducer 0.2 and ERp5 block 9.
COCCNC(=O)c1ccc(CSc2nc3ccccc3s2)cc1 was read as RAD52 inh -14, PglD inh 0, Casp6 inh 2, ARNT TACC3 PPI 2, E-sel inducer 0.5, esBAF inh 36, ERp5 block -1 and RAD54 branch 4.
`O=C1N[C@@H](Cc2ccccc2)COC(=O)[C@H](Cc2ccc(F)cc2)CC/C=C/C[C@@H]1CC(=O)N(CCO)Cc1ccccc1` gave RAD52 inh -7, PglD inh 4, Casp6 inh 2, ARNT TACC3 PPI -9, E-sel inducer -0.1, esBAF inh 4, ERp5 block 7 and RAD54 branch -2.
For COc1cccc(C(=O)NCC(c2cccs2)N2CCOCC2)c1 (centres undefined) the results were RAD52 inh -26, PglD inh 6, Casp6 inh -2, ARNT TACC3 PPI -1, E-sel inducer -2.0, esBAF inh 9 and RAD54 branch -4.
`C[C@@H]1CN([C@H](C)CO)C(=O)c2cc(NS(=O)(=O)c3ccccc3)ccc2O[C@H]1CN(C)Cc1ccc(C(F)(F)F)cc1` gave RAD52 inh 23, PglD inh -1, Casp6 inh 2, ARNT TACC3 PPI -5, E-sel inducer -0.2, esBAF inh 0, ERp5 block 0 and RAD54 branch -8.
Screening CC=Cc1ccc2n(c1=O)C[C@H]1[C@H](CO)[C@@H](C(=O)N3CCCCC3)[C@@H]2N1CC1CCCC1 (mixture of isomers) returned RAD52 inh 5, PglD inh -1, Casp6 inh 1, ARNT TACC3 PPI 4, E-sel inducer 0.0, esBAF inh -5, ERp5 block -2 and RAD54 branch -5.
Screening Cc1ccc(-c2ccc3c(c2)O[C@H](CN(C)Cc2ccc(F)cc2)[C@H](C)CN([C@H](C)CO)S3(=O)=O)cc1 returned RAD52 inh -1, PglD inh 0, Casp6 inh -5, ARNT TACC3 PPI 2, E-sel inducer -0.2, esBAF inh -6, ERp5 block -4 and RAD54 branch 6.
`CCOc1ccc(/C=C2\SC(=S)N(CCC(=O)Nc3ccc(C(=O)O)cc3)C2=O)cc1` gave RAD52 inh -24, PglD inh -8, Casp6 inh 0, ARNT TACC3 PPI -5, esBAF inh -52, ERp5 block -2 and RAD54 branch 6.
COc1cccc(CNC2CCCCCCC2)c1OC was read as RAD52 inh -12, PglD inh -10, Casp6 inh -1, ARNT TACC3 PPI -9, E-sel inducer 0.4, esBAF inh -7, ERp5 block 4 and RAD54 branch -1.
Screening O=C(CN1CCOCC1)N/N=C/c1ccc(-c2ccc(Br)cc2)o1 returned RAD52 inh -15, Casp6 inh 2, ARNT TACC3 PPI 1, E-sel inducer 0.0 and ERp5 block 6.
For O=C(Nc1ccc2c(c1)CCC2)c1cc(F)cc(F)c1 the results were RAD52 inh -13, PglD inh 0, Casp6 inh 1, E-sel inducer 0.4, esBAF inh 47*, ERp5 block 0 and RAD54 branch -9.
Screening O=C(OCC(=O)N1CCOCC1)c1ccc2c(c1)OCCO2 returned RAD52 inh -6, PglD inh 1, Casp6 inh 1, ERp5 block 12 and RAD54 branch -10.
Screening Cn1c(SCC(=O)NNC(=O)c2ccccc2Br)nnc1C(F)(F)F returned RAD52 inh -8, PglD inh 1, Casp6 inh 0, ARNT TACC3 PPI 14, esBAF inh 3, ERp5 block 2 and RAD54 branch 9.
For COC(=O)c1cccc(C23CC4(C2)[C@H](CN(Cc2cccnc2)[C@@H]4c2ccccc2)C3c2ccccc2)c1 (some centres undefined) the results were RAD52 inh -73, PglD inh 4, Casp6 inh -2, ARNT TACC3 PPI -3, E-sel inducer -0.1, esBAF inh 0, ERp5 block 4 and RAD54 branch -4.
For CN(Cc1ccccc1)S(=O)(=O)c1nnc(NC(=O)c2ccc(F)cc2)s1 the results were RAD52 inh -10, PglD inh 0, Casp6 inh -2, ARNT TACC3 PPI 2, esBAF inh -1, ERp5 block -2 and RAD54 branch 2.
For O=C(Cn1ncc2c(=O)oc3ccccc3c21)NCCN1CCN(c2ccccc2F)CC1 the results were RAD52 inh -4, PglD inh 0, Casp6 inh 0, ARNT TACC3 PPI -1, E-sel inducer -1.3, esBAF inh -1, ERp5 block 7 and RAD54 branch 1.
CC(=O)C1=C(c2ccccc2)OC(N)=C(C#N)C1c1ccccc1F (centres undefined) was read as RAD52 inh -12, Casp6 inh 0, ARNT TACC3 PPI 4, E-sel inducer -0.5 and ERp5 block 1.
CSc1ccc(C(=O)C2CCCN(C(=O)c3cc(C)n(C)n3)C2)cc1 (centres undefined) was read as RAD52 inh -6, PglD inh 3, Casp6 inh 7, ARNT TACC3 PPI -4, esBAF inh -6, ERp5 block -11 and RAD54 branch -3.
CCC(C)NC(=O)CN1C(=O)C(CC)Sc2ccccc21 (centres undefined) was read as RAD52 inh -5, PglD inh -1, Casp6 inh 1, ARNT TACC3 PPI -4, E-sel inducer -0.3, ERp5 block 6 and RAD54 branch -12.
C=CCNC(=O)CN(c1ccc(F)c(Cl)c1)S(C)(=O)=O was read as RAD52 inh 0, PglD inh -2, Casp6 inh 2, ARNT TACC3 PPI -8, esBAF inh -9, ERp5 block 6 and RAD54 branch 0.
Screening OC[C@@H]1CN(Cc2ccc(Cl)cc2)C[C@H](n2cnc3c(NC4CC4)ncnc32)O1 returned RAD52 inh -8, PglD inh -2, Casp6 inh 3, E-sel inducer -0.2, esBAF inh 3, ERp5 block 1 and RAD54 branch 2.
For C[C@H]1CN([C@@H](C)CO)C(=O)CCCn2nncc2CO[C@@H]1CN(C)C(=O)Nc1ccc(N2CCN(C)CC2)cc1 the results were RAD52 inh 60*!, Casp6 inh 0&-70, E-sel inducer -0.1&3.3 and ERp5 block 5&2.
Screening CCCNC(=O)N1C[C@@H](O)COC[C@H]2O[C@@H](CC(=O)NCc3ccc(Cl)c(Cl)c3)CC[C@@H]21 returned RAD52 inh -13, PglD inh -2, Casp6 inh 1, ARNT TACC3 PPI 7, E-sel inducer 0.0, esBAF inh 0, ERp5 block 4 and RAD54 branch -6.
Screening COC(=O)C1C(=O)c2c([nH]c(C(=O)OC3CCCCCC3)c2C)CC1C (centres undefined) returned RAD52 inh -4, PglD inh -5, Casp6 inh -1, ARNT TACC3 PPI 0, E-sel inducer 0.2, esBAF inh 11, ERp5 block 1 and RAD54 branch 12.
O=C(NCc1cccnc1)C(=O)Nc1cc2c3c(c1)CC(=O)N3CCC2 was read as PglD inh 3, ARNT TACC3 PPI 0, esBAF inh -3 and RAD54 branch -5.
CCOC(=O)c1c(CSC(=N)N)n(-c2ccc(C)cc2)c2cc(Br)c(OC(C)=O)cc12 was read as PglD inh -1, ARNT TACC3 PPI 6, esBAF inh -89 and RAD54 branch 8.
CC(C)(CO)Nc1nc(N2CCCC2)nc(N2CCCC2)n1 was read as PglD inh 2, ARNT TACC3 PPI -1, esBAF inh -7 and RAD54 branch 2.
CCC1(CC)Cc2ccccc2C(C2=C(O)CC(C)(C)CC2=O)=N1 was read as PglD inh -1, ARNT TACC3 PPI 1, E-sel inducer -0.5 and RAD54 branch 3.
Screening CCOC(=O)CC(=O)c1cc(OC)c(OC)c(OC)c1 returned PglD inh 0, ARNT TACC3 PPI -2, esBAF inh -8 and RAD54 branch -1.
`C[C@H](CO)N1C[C@H](C)[C@H](CN(C)S(=O)(=O)c2ccccc2)OCCCC[C@H](C)Oc2ccc(NC(=O)Cc3ccccc3)cc2C1=O` gave RAD52 inh -5, PglD inh -1, Casp6 inh -1, ARNT TACC3 PPI -18, esBAF inh 4, ERp5 block 7 and RAD54 branch -3.
`Cc1cc(NC(=O)C(C)SCC(=O)Nc2ccccc2C(C)(C)C)no1` (centres undefined) gave RAD52 inh -3, PglD inh 4, Casp6 inh 2, ARNT TACC3 PPI 7, ERp5 block 11 and RAD54 branch -5.
CCc1ccc(-c2cc(C)no2)cc1S(=O)(=O)Nc1cc(C)ccn1 was read as RAD52 inh -13, PglD inh -5, Casp6 inh 2, ARNT TACC3 PPI -30, E-sel inducer 0.3, esBAF inh 0, ERp5 block 4 and RAD54 branch -17.
`CC(C)CCN(C(=S)Nc1cccc(F)c1)C1CCN(C(C)C)CC1` gave RAD52 inh -9, Casp6 inh -2, ARNT TACC3 PPI 8, E-sel inducer -0.6 and ERp5 block 2.
CNC(=O)COC(=O)/C=C/c1cccc(F)c1 was read as RAD52 inh -6, PglD inh -2, Casp6 inh 3, ARNT TACC3 PPI 6, esBAF inh -8, ERp5 block 9 and RAD54 branch 2.
Screening C[C@@H](NC(=O)C[C@@H]1CC[C@H](NC(=O)C2CCC2)[C@H](CO)O1)c1ccccc1 returned RAD52 inh 10, PglD inh 1, Casp6 inh -3, ARNT TACC3 PPI 13, E-sel inducer -0.3, esBAF inh -4, ERp5 block -3 and RAD54 branch -6.
`COC(=O)CNc1nc(Cl)nc(Nc2ccc(Cl)cc2)n1` gave RAD52 inh 0, PglD inh 5, Casp6 inh 1, ARNT TACC3 PPI 2, esBAF inh 13, ERp5 block -6 and RAD54 branch -7.
`CC(C)c1nnc(NC(=O)CCC(=O)Nc2ccc3cn[nH]c3c2)s1` gave RAD52 inh -10, Casp6 inh 2, ARNT TACC3 PPI -4, E-sel inducer 0.7 and ERp5 block 9.
`Cc1cc(C(F)(F)F)nn1Cc1n[nH]c(=S)n1-c1cccc(Cl)c1` gave RAD52 inh 3, PglD inh -4, Casp6 inh 1, ARNT TACC3 PPI -2, esBAF inh -61, ERp5 block -2 and RAD54 branch 0.
